# From PubChem
# JMJD2A Tudor inh: blocks the human JMJD2A Tudor domain. Potency, µM (doses to about 114 µM), for inactives: at the top dose activity change, negative = inhibition, usual class: inhibitors. 4.4% of 390,000 active. AID 504339. AlphaScreen JMJD2A-Tudor / H3K4me3 peptide binding; further: on the % scale 0 is the no-effect control and ±100 the full control effect; nearly all actives have a fitted effect of over 50% in size
# BAZ2B block: inhibitors of human BAZ2B bromodomain. Q9UIF8. AlphaScreen BAZ2B-H3K14Ac peptide displacement. Potency, µM (titrated, usually from 114 µM), inactives show at the top dose activity change, negative = inhibition, usual class: inhibitors. 4.4% of 360,000 active; further: on the % scale 0 is the no-effect control and ±100 the full control effect; nearly all actives have a fitted effect of over 60% in size
#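 Complex of BAZ2B and biotin-H3K14Ac (50 nM apiece) forms over 30 min at RT, then faces library compounds up to 110 uM for another 30 min; AlphaScreen beads added, 20 min dark incubation, luminescence read.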
# POLB inh: DNA polymerase beta (human) inhibition; 1.3% of 340,000 active; P06746; AID 485314; Pol beta primer extension/strand displacement, fluorescence kinetic; Potency, µM (titrated, usually from 114 µM), without a hit: top-dose activity change, negative = inhibition, most hits filed as inhibitors; further: on the % scale 0 is the no-effect control and ±100 the full control effect
#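 Preincubation: enzyme (10 nM) with compound, 15 min, RT. Reaction: substrate added to 50 nM final. Reads: 0 and 10 min. Analysis: normalized, Hill fit.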
# BLM inh: blocks DNA unwinding by human BLM helicase; P54132; recombinant BLM DNA unwinding, fluorescence dequenching; Potency, µM (highest dose often 56.1 µM), without a hit: top-dose activity change, negative = inhibition, hits mostly inhibitors; 0.2% of 350,000 active;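 further: plate controls were vehicle for no effect and no enzyme for full effect; nearly all actives have a fitted effect of over 35% in size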
# Target sequence (P54132 whole entry, looked up): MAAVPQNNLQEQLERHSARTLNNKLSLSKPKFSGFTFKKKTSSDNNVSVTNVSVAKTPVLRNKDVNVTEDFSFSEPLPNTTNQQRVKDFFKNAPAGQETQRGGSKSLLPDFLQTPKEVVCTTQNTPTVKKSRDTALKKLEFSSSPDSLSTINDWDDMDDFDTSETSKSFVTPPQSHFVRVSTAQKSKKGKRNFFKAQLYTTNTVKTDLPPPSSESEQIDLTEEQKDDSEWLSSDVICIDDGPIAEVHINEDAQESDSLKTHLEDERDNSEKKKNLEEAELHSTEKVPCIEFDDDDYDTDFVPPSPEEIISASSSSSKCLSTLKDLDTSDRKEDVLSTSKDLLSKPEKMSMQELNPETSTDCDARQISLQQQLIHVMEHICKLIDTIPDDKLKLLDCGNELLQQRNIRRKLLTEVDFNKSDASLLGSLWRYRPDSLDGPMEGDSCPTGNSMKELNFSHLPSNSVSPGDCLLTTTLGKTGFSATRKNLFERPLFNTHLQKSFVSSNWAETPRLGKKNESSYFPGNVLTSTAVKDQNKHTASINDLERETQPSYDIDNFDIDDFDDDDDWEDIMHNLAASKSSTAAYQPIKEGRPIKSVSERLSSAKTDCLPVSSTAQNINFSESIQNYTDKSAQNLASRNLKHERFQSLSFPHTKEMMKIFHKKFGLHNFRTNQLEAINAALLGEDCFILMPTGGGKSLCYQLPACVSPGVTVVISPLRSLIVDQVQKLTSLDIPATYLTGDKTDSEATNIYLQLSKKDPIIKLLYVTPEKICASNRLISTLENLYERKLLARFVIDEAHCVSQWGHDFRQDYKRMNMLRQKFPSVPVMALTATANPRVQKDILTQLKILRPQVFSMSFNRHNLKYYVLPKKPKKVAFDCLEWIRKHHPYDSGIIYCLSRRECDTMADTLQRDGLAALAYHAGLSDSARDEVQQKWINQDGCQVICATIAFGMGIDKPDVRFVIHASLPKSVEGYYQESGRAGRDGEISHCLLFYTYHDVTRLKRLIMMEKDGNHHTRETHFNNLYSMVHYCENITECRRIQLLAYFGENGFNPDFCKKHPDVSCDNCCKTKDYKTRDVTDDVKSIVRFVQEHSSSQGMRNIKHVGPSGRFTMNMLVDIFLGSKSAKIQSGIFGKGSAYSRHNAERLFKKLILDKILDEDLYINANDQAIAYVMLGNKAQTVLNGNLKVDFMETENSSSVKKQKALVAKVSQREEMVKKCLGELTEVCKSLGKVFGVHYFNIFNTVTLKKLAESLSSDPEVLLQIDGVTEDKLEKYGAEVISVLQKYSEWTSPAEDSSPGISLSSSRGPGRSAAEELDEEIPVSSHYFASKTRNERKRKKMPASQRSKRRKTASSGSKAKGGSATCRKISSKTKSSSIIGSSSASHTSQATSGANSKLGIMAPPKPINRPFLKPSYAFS
# G9a block: G9a (human) methyltransferase inhibition. G9a H3K9 monomethylation, AlphaScreen, 2 h. Potency, µM (series often up to 102 µM), inactives show at the highest dose activity, negative = inhibition, usual class: inhibitors. 8.8% of 350,000 active; further: on the % scale 0 is the no-effect control and ±100 the full control effect; nearly all actives have a fitted effect of over 75% in size
#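 Readings reflect AlphaScreen signal from monomethyl-H3K9 antibody detection. HMT at 20 nM; substrate b-H3K9 500 nM; cofactor SAM 20 uM; 2 h RT reaction; compounds tested as titrations in qHTS with 15 min preincubation.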
# APEX1 inh: blocks human APE1 abasic DNA cleavage; P27695; AID 2517; 0.35% of 350,000 active; recombinant APE1, TAMRA/BHQ-2 abasic DNA cleavage fluorescence; Potency, µM (top dose mostly 65.8 µM), for inactives: top-dose activity change, negative = inhibition, actives largely listed as inhibitors;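 further: plate controls were vehicle for no effect and reference inhibitor for full effect; nearly all actives have a fitted effect of over 55% in size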
#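 Measures dequenching upon AP-site incision of a 5'-TAMRA/3'-BHQ-2 THF-containing duplex, 50 nM; human APE1 0.75 nM after 15 min room-temperature exposure to compound; kinetic three-point read at one-minute spacing.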
# POLI inh: blocks human DNA polymerase iota activity. Q9UNA4. Potency, µM (titrated, usually from 115 µM), without a hit: at the top dose activity, negative = inhibition, actives largely listed as inhibitors. Pol iota fluorescent replication assay, 10 min. AID 588590. 1% of 390,000 active
#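 Pol iota at 10 nM preincubated 15 min with compounds at room temperature; reaction started with fluorescent substrate, 50 nM final. Fluorescence read kinetically at 0 and 10 min; buffer-only wells as negative control.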
# Pol eta inh: DNA polymerase eta (human) inhibition; Q9Y253; recombinant Pol eta, fluorescent DNA replication assay; Potency, µM (top dose mostly 114 µM), for the others: at the top dose activity change, negative = inhibition, most hits filed as inhibitors; 1.2% of 390,000 active; AID 588591; further: on the % scale 0 is the no-effect control and ±100 the full control effect
#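 Pol eta at 10 nM preincubated with compounds 15 min at room temperature; reaction started with fluorescent substrate (50 nM final) and read kinetically at 0 and 10 min.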
# POLK inh: blocks human DNA polymerase kappa activity; Q9UBT6; purified Pol kappa, fluorescent DNA synthesis assay, 10 min; Potency, µM (highest dose often 107 µM), for inactives: top-dose activity, negative = inhibition, most hits filed as inhibitors; 0.53% of 400,000 active; further: on the % scale 0 is the no-effect control and ±100 the full control effect
#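 Inhibition of 10 nM Pol kappa is measured by a fluorescent read-out at 0 and 10 min following addition of 50 nM substrate (final), with a 15-min room-temperature compound preincubation.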
# * marks the source's active call; other numbers are inactive results; u = inconclusive; x = no result given; & = joins results of further samples; [ ] = another dose, or the depositor's remark. The call rests on the fitted dose curve; in most records, active means well fitted curve in the direction sought with a large enough effect; inconclusive means small, poorly fitted or top-dose-only effect, or another doubt; inactive means no such curve, though single readings can be large; an effect the other way counts as inactive or inconclusive. Potency means the concentration at half of the fitted maximal effect.
# Results follow in this order: JMJD2A Tudor inh	BAZ2B block	POLB inh	BLM inh	G9a block	APEX1 inh	POLI inh	Pol eta inh	POLK inh
> O=C(/C=C/c1cccc([N+](=O)[O-])c1)NCCN1CCOCC1
 : -5%	-4%	37%	0%	10%	1%	12%	0%	1%[60.1 µM]
> COc1cc(C(=O)OCCCOC(=O)c2cc(OC)c(OC)c(OC)c2)cc(OC)c1OC
 : -17%	6%	0%	0%	122%[activator]	26%	15%	-2%	-10%
> CC(=O)N1CCN(C(C)=O)c2ccccc21
 : -5%	x	x	x	x	x	23%	-2%	-1%
> O=C(O)c1ccc(NS(=O)(=O)Cc2ccc(Cl)c(Cl)c2)cc1
 : 1%	x	x	x	x	x	64%[activator]	-24%	-12%
> CC(C)CN1C(=O)c2ccc(C(=O)Nc3ccccn3)cc2C1=O
 : -16%	-4%	15%	-2%	5%[59 µM]	-2%	3%	1%	-9%
> CCOC(=O)C1(C(F)(F)F)N=C(C(F)(F)F)Nc2ccc(F)cc21 (stereo not given)
 : -3%	4%	1%	-2%	-3%	6%	10%	-13%	-16%
> O=C(Cn1ccc([N+](=O)[O-])n1)N1CCCCCC1
 : -5%	-22%	-10%	-1%	-20%	0%	47%[activator]	-17%	-2%
> CC1CCCCC12NC(=O)N(CC(=O)NCCc1ccc(F)cc1)C2=O (stereo not given)
 : -17%	-1%	x	x	u	-16%	-2%	-4%	-12%
> Cc1ccc(S(=O)(=O)NCCCNS(=O)(=O)c2ccccc2Br)cc1
 : 3%	x	x	x	x	-5%	6%	-9%	1%
> COc1cc(/C=N/Nc2cccc(C)c2)ccc1OC(=O)c1cccs1
 : u	-38%	13%	4%	10µM*	-2%	2%	-6%	-23%
> NCCN1CCN(CC(=O)N2c3ccccc3C(=O)Nc3cccnc32)CC1
 : -8%	x	x	x	x	x	20%	-18%	1%
> CCOC(=O)c1nnn(-c2nonc2N)c1CN(CC)CC
 : -8%	-21%	-10%	-4%	u	1%	-3%	-2%	-9%
> CC1=CN2C(=NC(=O)CC2(C)C(=O)N(CC(=O)NC2CCCC2)Cc2ccc(Cl)cc2)C=C1 (stereo not given)
 : 2%	-1%	36%	-3%	26%	38%	103%[activator]	-5%	-5%
> CCOc1cc(C(=O)OCC(=O)Nc2ccc(SC(F)F)cc2)cc(OCC)c1OCC
 : -10%	-22%	-2%	-15%	-3%	4%	13%	-24%	-17%
> COC(=O)c1sc(N)nc1C(C)(C)C
 : -15%	30%	12%	-1%	-51%[59 µM]	-1%	21%	-19%	0%
> CCCCn1c(O)c(N=NC(=O)Cn2c(C(F)(F)F)nc3ccccc32)c2ccccc21
 : -18%	-2%	3%	1%	-1%[59 µM]	-9%	13%	-2%	-24%
> O=[N+]([O-])c1ccc(-c2cnc(SCc3ccccc3Cl)[nH]2)cc1
 : u	32µM*	25%	-11%	35µM*	-7%	8%	-22%	-11%
> Cc1ccc(-c2nc(C(=O)NCCCN3CCOCC3)cc3c2[nH]c2ccccc23)cc1
 : u	-39%	-1%	32%[activator]	x	-21%	80%[activator]	0%	-9%
> COc1cc2c3c(c1OC)C1(C=CC(=O)C=C1)CC3N(C(C)=O)CC2 (stereo not given)
 : -13%	3%	3%	0%	19%[59 µM]	0%	41%[activator]	-15%	-1%
> Cc1ccccc1C(=O)Nc1cccc(C(=O)OCc2cc(=O)n3c(C)csc3n2)c1
 : -10%	-10%	33%[activator]	0%	12%[59 µM]	x	11%	-10%	-1%[60.1 µM]

# No new results follow: entries from further up.
# Results follow in this order: JMJD2A Tudor inh	BAZ2B block	POLB inh	BLM inh	G9a block	APEX1 inh	POLI inh	Pol eta inh	POLK inh
> CC1=CN2C(=NC(=O)CC2(C)C(=O)N(CC(=O)NC2CCCC2)Cc2ccc(Cl)cc2)C=C1 (stereo not given)
 : 2%	-1%	36%	-3%	26%	38%	103%[activator]	-5%	-5%
> CCOc1cc(C(=O)OCC(=O)Nc2ccc(SC(F)F)cc2)cc(OCC)c1OCC
 : -10%	-22%	-2%	-15%	-3%	4%	13%	-24%	-17%
> COC(=O)c1sc(N)nc1C(C)(C)C
 : -15%	30%	12%	-1%	-51%[59 µM]	-1%	21%	-19%	0%

# Carrying on.
# Results follow in this order: JMJD2A Tudor inh	BAZ2B block	POLB inh	BLM inh	G9a block	APEX1 inh	POLI inh	Pol eta inh	POLK inh
> CCS(=O)(=O)N1CCN(c2cc3c(cc2[N+](=O)[O-])n(C)c(=O)n3C)CC1
 : -31%	56µM*	1%	-4%	u	0%	9%	-1%	-3%
> N#C/C(=C\c1ccc(O)cc1)C(=O)NCC1CCCO1 (stereo not given)
 : 11%	-3%	29%	3%	-4%[59 µM]	x	-10%	-8%	-8%[60.1 µM]
> CCN(CC)S(=O)(=O)c1ccc(C(=O)NCCCn2ccnc2)cc1
 : 8%[57.1 µM]	0%	15%	3%	12%	0%	171%[activator]	-14%	-4%
> O=C(O)/C=C/c1cn(Cc2ccccc2)nc1-c1cccs1
 : -6%	x	12%	1%	-1%	u	152%[activator]	-10%	-2%
> Cc1ccc(S(=O)(=O)Nc2ccccc2/C=N/c2nc3ccccc3n2C)cc1
 : -3%	20%	36%	-8%	34%[59 µM]	-1%	29%	-6%	-17%
> CCC(=O)NNC(=O)c1cc(COc2cc(Cl)cc(Cl)c2)on1
 : -6%	-18%	8%	1%	-5%	-2%	-5%	15%	-9%
> COc1cc(C(C(=O)NC(C)(C)C)N(Cc2ccccc2)C(=O)c2cnccn2)cc(OC)c1OC (stereo not given)
 : -20%	-1%	0%	1%	8%	u	21%	-1%	1%
> COC(C(=O)NNC(=O)Cc1ccc(Cl)cc1)c1ccccc1 (stereo not given)
 : 4%	-25%	5%	-1%	x	1%	48%[activator]	-6%	1%
> C=CCNC(=O)COC(=O)c1cc(S(=O)(=O)N2CCOCC2)ccc1N1CCCCC1
 : 0%	3%	20%	-2%	-28%[59 µM]	7%	-3%	-2%	-7%
> COc1ccc(-c2cc(C(=O)N3CC(C)CC(C)C3)c3ccccc3n2)cc1 (stereo not given)
 : -13%	-13%	x	x	-19%	15%	-4%	u	-14%
> Cc1ccccc1C(=O)OC(C)CN1CCOCC1 (stereo not given)
 : -19%	-8%	12%	-2%	x	11%	-30%	-3%	-6%
> O=C(NCc1ccccc1Cl)c1cccn1-c1nnc(N2CCCCC2)s1
 : -28%	-15%	-20%	-4%	-24%[59 µM]	x	-1%	5%	-21%
> COc1nc(NC(C)(C)C)nc(Oc2ccc(=O)n(-c3ccccc3)n2)n1
 : -5%	-5%	8%	-2%	2%	1%	-14%	-8%	-3%
> CCOc1ccccc1C(=O)Nc1cnn(Cc2ccc(F)cc2)c1
 : -13%	2%	-2%	0%	7%[59 µM]	-6%	18%	-7%	-5%
> COc1ccc(-c2csc(/C(C#N)=C(\O)CSc3nccn3C)n2)cc1OC
 : -35%	50µM*	1%	u	45µM*	-7%	u	u	-2%
> COc1ccc(NC(=O)c2cnn(-c3ccc(C)c(C)c3)c2C2CCNCC2)cc1OC
 : -27%	-30%	1%	-10%	u	x	30%	-18%	-12%[60.1 µM]
> OC1(c2ccc(OC(F)F)cc2)CSC(=Nc2cccnc2)N1Cc1ccco1 (stereo not given)
 : u	u	1%	-13%	-36%	-5%	-14%	-18%	-15%
> CCN(CC)C(=O)c1[nH]cnc1C(=O)NC1CCN(C(=O)OC(C)(C)C)CC1
 : -25%	1%	x	x	-3%[2.33 µM]	-11%	-18%	-5%	-3%
> Nc1ccccc1-n1c(=O)n(Cc2ccccc2F)c(=O)c2[nH]cnc21
 : -2%	-15%	-10%	2%	3%	65%[activator]	10%	-9%	12%
> COc1ccc(-c2nnc(SCC(=O)NC3CCCCC3)nc2-c2ccc(OC)cc2)cc1
 : -15%	-15%	-1%	-1%	-27%[59 µM]	x	9%	-20%	1%[60.1 µM]
> Nc1nc(Cl)cc(NCCc2ccccc2)n1
 : x	3%	33%	-2%	u	-18%	x	x	x
> O=C(c1ccccc1F)N1CCCC(C(=O)N2CCN(c3ccccc3)CC2)C1 (stereo not given)
 : -12%	-3%	-3%	0%	7%	-1%	9%	-1%	-6%
> Cc1noc(NC(=O)c2cccc(C(F)(F)F)c2)c1Cl
 : 1%	-27%	1%	-4%	6%	3%	60%[activator]	-9%	0%
> CCN(CCN(C)C)C(=O)Cn1ncc2c([nH]c3ccc(C)cc32)c1=O
 : 1%	2%[57.1 µM]	-1%	-2%	-20%[59 µM]	x	53%[activator]	-29%	-6%
> CCOc1cc(C(=O)O)cc(Cl)c1OCC#N
 : 1%	8%	u	1%	-6%[12.7 µM]	10%	-2%	u	-1%
> CCC(C)NC(=O)C(Cc1ccccc1)NS(=O)(=O)c1ccc2c(c1)CCC(=O)N2 (stereo not given)
 : -16%	-2%	24%	0%	6%	u	11%	-18%	-3%
> CN(C)S(=O)(=O)c1cccc(NC(=S)NN=C(Cc2ccccc2)Cc2ccccc2)c1
 : -32%	-26%	6%	-4%	u	1%	2%	-14%	-15%
> CCc1ccc(C(=O)c2cn(CC(=O)Nc3ccc(F)cc3)c3ccc(F)cc3c2=O)cc1
 : -11%	-2%	29%	-6%	-4%[59 µM]	x	6%	1%	4%
> Cn1c(NC(=O)c2ccco2)cc(=O)n(C)c1=O
 : -12%	x	3%	-2%	15%[59 µM]	1%	-6%	8%	-4%
> Cc1nc(SCCOc2ccccc2)[nH]c(=O)c1Cc1ccccc1
 : -10%	3%	2%	0%	4%	3%	68%[activator]	-2%	-3%
> CC(=O)/C(=N\Nc1ccccc1)Sc1cccc2cccnc12
 : u	u	-3%	-4%	-6%[59 µM]	0%	98%[activator]	-1%	-12%
> Cc1noc(C(F)(F)F)c1C(=O)NNC(=O)c1ccccc1
 : 3%	3%	0%	-3%	x	9%	-25%[58.9 µM]	-17%	3%
> O=S(=O)(c1ccc(Cl)cc1)n1nnc2ccccc21
 : -1%	-6%	1%	-4%	26%[0.0925 µM]	14%	u	-18%	-1%
> Cc1ccc(CNC(=O)c2nc(SCc3ccccc3F)ncc2Cl)cc1
 : -21%	1%	22%	3%	-24%[59 µM]	x	-10%	1%	-5%
> CCOC(=O)CC(NC(=O)CCc1c(C)nc2ncnn2c1C)c1ccc(C)cc1 (stereo not given)
 : -7%&-15%	16%&-2%	u	0%&-2%	-4%	12%	42%&53%[activator]	-12%&-12%	0%&2%
> O=C(CN1CCCC1)NC12CC3CC(CC(C3)C1)C2
 : -12%	6%	12%	2%	23%[59 µM]	11%	9%	-13%	-9%
> CCc1ccccc1NC(=S)N(CCN1CCCCCC1)Cc1ccco1
 : -4%	u	4%	-4%	7%[59 µM]	21%	61%[activator]	3%	5%

# Some of the compounds tested; count on the stated rates, not on these rows.
